FBPA Giardia inh: Giardia lamblia aldolase inhibition; Potency, µM (series often up to 59.6 µM), for inactives: at the highest dose activity, negative = inhibition, most hits filed as inhibitors; hit rate 0.71% among 290,000; purified Giardia FBPA; A8B2U2; active means well fitted inhibition curve with a large enough effect; inconclusive means small, poorly fitted or top-dose-only effect, or effect the other way; further: nearly all actives have a fitted effect of over 55% in size
Target sequence (A8B2U2 whole entry, looked up): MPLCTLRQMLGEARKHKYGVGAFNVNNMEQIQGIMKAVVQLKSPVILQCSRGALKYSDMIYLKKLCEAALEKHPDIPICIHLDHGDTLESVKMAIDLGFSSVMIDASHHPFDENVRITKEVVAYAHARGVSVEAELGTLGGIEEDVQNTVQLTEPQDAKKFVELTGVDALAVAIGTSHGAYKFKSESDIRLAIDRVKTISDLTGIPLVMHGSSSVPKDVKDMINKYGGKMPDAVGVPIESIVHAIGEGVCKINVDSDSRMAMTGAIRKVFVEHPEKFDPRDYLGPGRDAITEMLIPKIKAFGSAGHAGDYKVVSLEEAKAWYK
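Giardia FBPA (40 nM reagent) was preincubated 10 min at RT with compound (up to 57.5 uM final), then substrate plus GAPDH/TPI/NAD/arsenate coupling system with diaphorase/resazurin was added; resorufin fluorescence (525/598 nm) was read after 20 min.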
* hit, by the source's call; ? = inconclusive; & = joins results of further samples; [ ] = another dose, or the depositor's remark. On the % scale 0 is the no-effect control and ±100 the full control effect; potency means the concentration at half of the fitted maximal effect. Only part of the results is shown (hit frequency here may not be typical).

SMILES	FBPA Giardia inh
Cc1nc2ccccc2oc1=O	-0.1%
O=C(/C=C/c1ccccc1)c1ccc(O)cc1O	4.9%
O=C1N[C@H](Cc2ccccc2)C(=O)N1Cc1cccc2ccccc12	0.9%
COC(=O)[C@H]1C[C@@H]2CC[C@@H](O)C[C@@H]2N1Cc1c(F)cccc1Cl	0.0%
c1nc(NCCN2CCOCC2)c2cc(-c3ccoc3)ccc2n1	-12.0%
O=c1c(-c2cccs2)nc2cncnc2n1-c1ccccc1	12.3%
CCCCCC1=C2CNC(C)(C(=O)OC)C=C2C(C)C1=O (stereo unspecified)	-16.0%
N#C/C(=C\c1c[nH]c2ccccc12)C(=O)c1ccc(O)c(O)c1	-10.5%
NC[C@H](O)c1ccc(O)cc1	?
COCC(=O)N1CCC2(CC1)CN(Cc1ccc(C#N)cc1)C2	0.0%
CC1(C)CC(=O)C([C@H]2C3=C(CC(C)(C)CC3=O)Oc3ccccc32)C(=O)C1	4.9%
COCCN(CCOC)c1nc(C)nc2c1nc(-c1ccccc1)n2CC1CCN(C)CC1	2.0%
CCCn1c(-c2ccc(F)cc2)nc2c(NC3CC4CCC(C3)N4C)nc(C)nc21 (stereo unspecified)	2.2%
c1cncc(CNc2ccnc(-c3ccc4c(c3)OCO4)n2)c1	-10.0%
CCCn1c(=O)c2[nH]c(-c3ccc(OCC(=O)Nc4ccc(C(C)=O)cc4)cc3)nc2n(CCC)c1=O	10.6%
COc1ncc2nc(-c3ccccc3)c(=O)n(Cc3cccs3)c2n1	-9.3%
CCCC[P+](CCCC)(CCCC)Cc1ccc(NC(=O)[C@@H](Cc2ccc3ccccc3c2)NC(=NC2CCCCC2)NC2CCCCC2)cc1	4.3%
Cc1cccc(CNc2ncncc2-c2ccc(C(=O)N(C)C)cc2)c1	8.1%
COc1ccc(CNC(=O)[C@H](C)[C@H]2C[C@]2(C)[C@H](NC(=O)OCc2ccccc2)c2ccccc2)cc1OC	2.3%
CCCC[C@@H]1CN2[C@H](c3ccc(Br)cc3)[C@@H](C)CC[C@H]2C(=O)O1	-4.2%[12.9 µM]
CCCCCCCCCC(=O)O[C@H](CC(=O)O)C[N+](C)(C)C	1.7%
CS(=O)(=O)CCCCN=C=S	-10.2%
COC(=O)C1(C)C=CC2(CCCCC2)N1C(=O)c1ccccc1 (stereo unspecified)	0.3%
CCCCCCN(C(=O)CCCCCN1C(=O)NC(C2CC2)C(C(=O)OCc2ccccc2)=C1C)C(C(=O)NCCCC)c1ccc(OCC(=O)OC)c(C(=O)OC)c1 (stereo unspecified)	-0.7%
CC(C)[C@@H](CC(=O)N[C@@H]1CCCC[C@H]1C(=O)N[C@H](CC(=O)N[C@@H](CCC(=O)O)CC(=O)O)Cc1c[nH]c2ccccc12)NC(=O)C[C@H](Cc1c[nH]c2ccccc12)NC(=O)[C@@H]1CCCC[C@H]1N	-23.0%

The list goes on:
SMILES	FBPA Giardia inh
COc1ccc(NC(=O)N2CCC3(CC2)CCN(C(=O)c2ccco2)CC3)cc1	-0.3%
O=C(c1ccncc1)N1CCC[C@@]2(CCN(Cc3nccs3)C2)C1	-5.0%
C[C@H]1Cc2c(COc3ccccc3)nc3c(c2CO1)CN(C(=O)c1ccco1)CC3	4.7%[12.9 µM]
COC(=O)[C@H](COC(C)(C)C)NC(=O)O[C@@H]1Cc2cc(OC)ccc2O[C@H]1c1cccc(OC)c1	-5.5%
COc1cccc(Nc2ncc3nc(-c4cccs4)c(=O)n(CCC#N)c3n2)c1	1.1%
N#Cc1cccc(-c2nccc(NCc3cccnc3)n2)c1	7.9%
CN(N=O)C(=O)N[C@H]1C(O)C(O)C(CO)O[C@@H]1O (stereo partly specified)	5.8%
CCCCSP(=O)(SCCCC)SCCCC	-0.6%
CS(=O)(=O)N1CCC[C@@]2(CCN(c3ncccn3)C2)C1	3.3%
CCCNC(=O)N1N=C(c2ccc(N)cc2)c2cc3c(cc2[C@H]1C)OCO3	3.8%
COC(=O)N[C@H](c1ccccc1)C(C(C)=O)C(=O)OC (stereo partly specified)	3.7%
O=c1cnc2cnc(Oc3cccc(Cl)c3)nc2n1Cc1ccc(F)cc1	4.3%
CCC/C=C(\CCC)C(NC(=O)CCc1ccccc1)c1ccc(C(F)(F)F)cc1 (stereo unspecified)	-1.1%
COC(=O)C1=C(C)N(CC2CC2)C(=O)N[C@H]1CCc1ccccc1	5.8%
Nc1ccn(C2OC(CO)C(O)C2O)c(=O)n1 (stereo unspecified)	1.0%&6.6%
O=c1ccc2ccc(O)c(O)c2o1	9.98µM*
CC1O[C@@H](O[C@@H]2C(O)C[C@H](O[C@@H]3C(O)C[C@@H](OC4CC[C@@]5(C)C6CC[C@]7(C)C(C8=CC(=O)OC8)CC[C@@]7(O)C6CC[C@@H]5C4)OC3C)OC2C)CC(O)[C@H]1O (stereo partly specified)	4.2%
COc1cccc(Cn2c(=O)c(-c3ccccc3)nc3cncnc32)c1	0.1%
C=CC(C1=CC(=O)C(OC)=CC1=O)c1ccccc1 (stereo unspecified)	19.9µM*
COc1ccccc1CN1CCC2(CC1)CCN(C(C)=O)CC2	2.4%
CCN1C(=O)[C@H]2[C@H]3[C@H](O)[C@H](O)C/C(=N/OC[C@@H](O)[C@H]4O[C@H]5OC(C)(C)O[C@H]5[C@@H]4O)[C@@H]3CC[C@@H]2C1=O	0.1%[12.9 µM]
COCCn1c(=O)c(-c2ccc(OC)cc2)nc2cnc(N3CCNCC3)nc21	-1.1%
CN(C)Cc1ccccc1-c1nc(NC2CC2)c2ccccc2n1	6.5%
CC#CCOCC/C=C1/c2ccccc2C(OC)C1C (stereo unspecified)	-1.1%[12.9 µM]
CO[C@@H]1COC(=O)CCC[C@@H](C)[C@H](OC)COC(=O)[C@H](Cc2ccccc2)NC(=O)C/C=C\[C@H]1C	-2.0%[12.9 µM]

Among those listed so far, these contain two or more sulfur atoms:
SMILES	FBPA Giardia inh
CS(=O)(=O)CCCCN=C=S	-10.2%
CCCCSP(=O)(SCCCC)SCCCC	-0.6%

Carrying on:
SMILES	FBPA Giardia inh
CCCCCCCC1=Cc2ccc(F)cc2C(C(C(=O)OC)C(=O)OC)N1C(=O)OC (stereo unspecified)	0.1%
CCOC(=O)C(Cc1ccc(O)cc1)NC(C)=O (stereo unspecified)	6.2%
CN1CCCC2(CCN(C(=O)c3cnccn3)CC2)C1	-15.3%
C=C1CCC(C2CC(=O)OC2=O)C(=O)CCC2C1CC2(C)C (stereo unspecified)	5.6%
COc1cc(O)c(C(C)=O)c(OC)c1	-0.9%
COc1ccc(-c2nc3cnc(Nc4ccccc4)nc3n(CCC#N)c2=O)cc1	4.9%
COc1cccc(CS(=O)(=O)c2nnnn2C2CCCCC2)c1	2.0%
FC(F)(F)c1cc(CN2CC3(CCNCC3)C2)cc(C(F)(F)F)c1	3.4%
COC(=O)N1[C@H]2CC[C@@]3(C)CC(=O)C[C@]1(C)C3c1ccccc12	0.5%
CC(C)NC[C@H](O)c1ccc2ccccc2c1	7.8%
COc1cc(OC)c([C@@H]2O[C@H](CO)[C@@H](O)[C@H](O)[C@H]2O)c(OC)c1	-0.8%
CN1CCN(c2ncc3nc(-c4cccc(C#N)c4)c(=O)n(CCc4ccccc4)c3n2)CC1	3.8%
C[C@H](N)C(=O)O	2.8%
COc1cccc(Nc2ncc3ncc(=O)n(CCc4ccccc4)c3n2)c1	5.4%
O=c1cnc2cncnc2n1Cc1ccccc1	-7.8%
CCC/C=C(\CCC)C(NC(=O)c1ccc(C(=O)OC)cc1)c1ccc(C(=O)OC)cc1 (stereo unspecified)	-2.7%
COc1ncc2nc(-c3cccc(C#N)c3)c(=O)n(CCC#N)c2n1	-0.4%
CN(C)c1ncc2nc(-c3cc(F)cc(F)c3)c(=O)n(Cc3ccc(F)cc3)c2n1	5.4%
O=c1c(-c2ccc(Cl)cc2)nc2cnc(N3CCNCC3)nc2n1Cc1ccc(F)cc1	0.2%
CCCC/C=C/C(NC(=O)c1ccc(C(=O)OC)cc1)c1ccccc1 (stereo unspecified)	-4.3%
O=C(Nc1cccc(F)c1)N1CCC2(CC1)CCN(S(=O)(=O)c1ccccc1)CC2	-1.8%
O=c1c(O)cc(C2Oc3cc(O)cc(O)c3CC2O)cc2c(C3Oc4cc(O)cc(O)c4CC3O)cc(O)c(O)c12 (stereo unspecified)	0.889µM*
COc1cccc(-c2cc(NCc3ccc(OC)cc3OC)ncn2)c1	-5.5%
O=C(Nc1ccccc1)N1CCC2(CC1)CCN(C(=O)c1ccco1)CC2	6.0%
CC1(C)CC[C@]2(C(=O)O)CC[C@]3(C)C(=CCC4[C@@]5(C)CC[C@H](O)C(C)(C)[C@@H]5CC[C@]43C)C2C1 (stereo partly specified)	11.3%

Additional results
SMILES	FBPA Giardia inh
COC(=O)[C@@]1(Cc2ccccc2)[C@H]2c3cc(C(=O)N(C)C)n(CCSCCO)c3C[C@H]2CN1C(=O)c1ccccc1	1.6%
N#Cc1cccc(-c2nc3cnc(N4CCOCC4)nc3n(Cc3ccc(F)cc3)c2=O)c1	5.5%
O=C(O)/C=C/C=C/c1ccccc1	9.6%
CS(=O)(=O)N1CCC2(CC1)CN(c1ncccn1)C2	-3.8%
O=CN1CCCCC1C1CC[C@H]2CCCCN2C1 (stereo partly specified)	-0.7%
CCOC(OCC)P(=O)(O)CCCNCc1ccc(Cl)c(Cl)c1	7.8%
COC(=O)c1nnc(C(=O)N(C)Cc2ccccc2)c2[nH]c3ccccc3c12	-2.5%
C[C@@H](/C=C\c1cccc(Oc2ccc(F)cc2)c1)N(O)C(N)=O	-15.1%
COc1cc(C2c3cc4c(cc3C(OC(C)=O)[C@H]3COC(=O)C23)OCO4)cc(OC)c1OC (stereo partly specified)	1.5%&-10.0%
O=c1c(-c2cc(F)cc(F)c2)nc2cnc(N3CCNCC3)nc2n1C1CC1	-2.3%
O=C/C=C/c1ccc(O)cc1	-0.8%
COC(=O)c1ccc(C(NC(=O)OCc2ccccc2)/C(=C/[C@@H](C)C(=O)NCc2cc(C)on2)c2cccnc2)cc1 (stereo partly specified)	2.2%
CCC1=C2CC[C@H]3C(=O)N(c4ccccc4)C(=O)[C@H]3[C@H]2[C@@]2(Cc3ccccc3)C(=NCc3ccccc3)OC(=O)N2C1=O	2.8%
CN1CCN(c2ncc3nc(-c4cc(F)cc(F)c4)c(=O)n(CCc4ccccc4)c3n2)CC1	-0.5%
O=C(c1csnn1)N1CCC2(CC1)CCN(c1cccc(-c3ccccc3)c1)CC2	0.6%
Cc1ccccc1-c1nc(NCc2cccnc2)c2ccccc2n1	-4.1%
COc1ccccc1N1CCN(C[C@@H]2CN3C(=O)N(C)c4ccccc4C3=N2)CC1	2.6%
C=C[C@](C)(O)CCC1C(=C)CC(O)C2C(C)(C)CCCC12C (stereo partly specified)	-1.6%
CC(=O)N1[C@H](C)C=C[C@]1(Cc1ccccc1)C(=O)NCc1ccc(C)o1	-4.3%
C=C(C)C(O)/C=C/c1cccc(OC)c1 (stereo unspecified)	3.5%[12.9 µM]
O=C(CC(=O)c1ccccc1)c1ccccc1	-7.3%
COc1ccc(NC(=O)N2CC[C@@]3(CCCNC3)C2)cc1	0.2%
CC12C=C(/C=C/CCc3ccco3)C(C)(C1)C(CCc1ccco1)CC2=O (stereo unspecified)	-5.7%[12.9 µM]
CC1CC2C(C(O)C[C@]3(C)C2CC[C@]3(O)C(=O)CO)[C@]2(C)C=CC(=O)C=C12 (stereo partly specified)	4.6%
CCC(C)c1ccc(O[C@@H]2O[C@H](CO)[C@@H](O)[C@H](O)[C@H]2NC(C)=O)cc1 (stereo partly specified)	-1.6%

Laid out differently: entries from further up.
| Structure | FBPA Giardia inh |
| --- | --- |
| COc1ccccc1N1CCN(C[C@@H]2CN3C(=O)N(C)c4ccccc4C3=N2)CC1 | 2.6% |
| C=C[C@](C)(O)CCC1C(=C)CC(O)C2C(C)(C)CCCC12C (stereo partly specified) | -1.6% |
| CC(=O)N1[C@H](C)C=C[C@]1(Cc1ccccc1)C(=O)NCc1ccc(C)o1 | -4.3% |

Looked up above.
FBPA Giardia inh with C=C[C@](C)(O)CCC1C(=C)CC(O)C2C(C)(C)CCCC12C (stereo partly specified) → -1.6%
FBPA Giardia inh with COc1ccccc1N1CCN(C[C@@H]2CN3C(=O)N(C)c4ccccc4C3=N2)CC1 → 2.6%
FBPA Giardia inh with CC1CC2C(C(O)C[C@]3(C)C2CC[C@]3(O)C(=O)CO)[C@]2(C)C=CC(=O)C=C12 (stereo partly specified) → 4.6%

Continuation:
SMILES	FBPA Giardia inh
Nc1nc(Nc2ccccc2)nc2c1ncn2[C@@H]1O[C@@H](CO)[C@H](O)[C@H]1O	0.3%
O=C(NCc1cc(F)cc2c1OCCO2)[C@H]1C[C@@H]1[C@H](NP(=O)(c1ccccc1)c1ccccc1)c1ccccc1	-3.1%
CC(C)CN1CC2(CCN(C(=O)c3csnn3)CC2)C1	-12.3%
CCCc1c(OCCCOc2ccc(OCC(=O)O)cc2)ccc(CC=O)c1O	?
CC1(C)C(=O)C(c2ccccc2)=C2CN3C(=O)N(CCc4ccccc4)C(=O)C3(Cc3ccc(F)cc3)C=C21 (stereo unspecified)	-5.2%
Cc1noc(C)c1C(=O)N1CCC2(CCCN(c3ccncc3)C2)CC1	7.6%
CCC1=C2CC[C@H]3C(=O)N(CC)C(=O)[C@H]3[C@H]2[C@@]2(Cc3ccccc3)C(=O)N(CCOC)C(=O)N2C1=O	1.1%
CC/C=C\C[C@H]1C(=O)CC[C@@H]1CC(=O)O	-1.1%

Ordered by number of heavy atoms (ascending): part of the list above.
SMILES	FBPA Giardia inh
CC(C)CN1CC2(CCN(C(=O)c3csnn3)CC2)C1	-12.3%
CCC1=C2CC[C@H]3C(=O)N(CC)C(=O)[C@H]3[C@H]2[C@@]2(Cc3ccccc3)C(=O)N(CCOC)C(=O)N2C1=O	1.1%
CC1(C)C(=O)C(c2ccccc2)=C2CN3C(=O)N(CCc4ccccc4)C(=O)C3(Cc3ccc(F)cc3)C=C21 (stereo unspecified)	-5.2%
O=C(NCc1cc(F)cc2c1OCCO2)[C@H]1C[C@@H]1[C@H](NP(=O)(c1ccccc1)c1ccccc1)c1ccccc1	-3.1%
